mouse EphA4 binding = EphA4 ligand-binding antagonists – biochemical, colorimetric, mouse EphA4, primary screen (AID 689). EphA4-AP binding to KYL peptide, pNPP A405; higher % means a stronger effect. actives 0.1% (n = 62,000). one-dose inhibition, % at 10 µM; IC50 in µM for titrated hits; in the data active means a potency from the dose series; inactive means the rest, 99 in 100 with inhibition below about 22%
The depositor's hits bear a star. Some of the compounds tested; rates above refer to the full screens.

mouse EphA4 binding	smiles
-7.7%	O=C(Cn1c(-c2ccc(Cl)cc2)noc1=O)N1CCN(c2ccccc2F)CC1
-10.6%	CCC(C)(C)NC(=O)C(c1cccn1C)N(C(=O)Cn1nnc2ccccc21)c1ccc(F)cc1 (stereo not drawn)
-4.9%	O=C(O)CCCC(=O)NCCCCc1ccccc1
-21.4%	COc1ccc(C2(C(=O)Nc3ccc(C(=O)N4CCOCC4)cc3)CCOCC2)cc1
10.1%	Cc1cccc(N2CC(C)Cn3c2nc2c3c(=O)n(CC(=O)OCc3ccccc3)c(=O)n2C)c1 (stereo not drawn)
-11.2%	CSCCC(NC(=O)C1CCC(C)CC1)C(=O)NCCN1CCOCC1 (stereo not drawn)
-3.5%	C/C(=N\NC(=O)c1c(Br)c(C)nn1C)c1cccc(NC(=O)C2CCC2)c1
10.2%	COc1ccccc1NC(=O)CC(=O)CSc1nnc(-c2ccc(C)cc2)n1C
-10.5%	CC1=C(C(=O)Nc2ccccc2)C(c2ccccc2)N2C(=O)CSC2=N1 (stereo not drawn)
-14.2%	COc1cc(OC)c(OC)cc1CN1CCCC(C(=O)N2CCCCC2)C1 (stereo not drawn)
-12.1%	COc1cc(OC)cc(C(=O)Nc2cc(C)ccc2C)c1
-9.9%	CCN(CC)c1ccc(C(=O)OCc2cc(=O)oc3cc(O)ccc23)cc1
-12.2%	OCCNCCOc1ccc(Br)cc1
20.7%	COc1cc(C(=O)Nc2sc3c(c2C(=O)NCc2ccco2)CCCC3)cc(OC)c1OC
-5.4%	CNC(=O)/C(C#N)=c1\s/c(=C/C(=O)OC)c(=O)n1-c1ccccc1
-20.6%	CN1c2ccccc2C(O)=C(C(=O)Nc2ccccc2)S1(=O)=O
10.1%	Cc1ccc(SCCNC(=O)C(CO)(CO)CO)cc1
-9.2%	O=C(CSc1ncnc2c1oc1ccccc12)c1cccs1
-8.2%	Cc1cccc(N2CCN(S(=O)(=O)c3ccc4[nH]c(=O)c(=O)[nH]c4c3)CC2C)c1 (stereo not drawn)
-8.8%	CC(C)OCCCN1C(=O)c2ccccc2C1C(=O)NC1CCCCC1 (stereo not drawn)
-5.3%	Cc1ccc(-n2nnc3c(=O)n(CC(=O)NCC4CCCO4)cnc32)cc1 (stereo not drawn)
-2.5%	O=C(Nc1ccc(Cl)c(Cl)c1)c1ccc2c(c1)OCCO2
-5.4%	CCSc1nc2nc(C)cc(C)n2n1
-10.9%	NC(=O)c1ccsc1NC(=O)c1ccc(S(=O)(=O)N2CCCCC2)cc1
-9.4%	COC(=O)C1=C(C)N(c2ccccc2F)C(=O)/C1=C\c1cccc(OC)c1

2 of these compounds, set out differently:
smiles: O=C(O)CCCC(=O)NCCCCc1ccccc1
  mouse EphA4 binding: -4.9%

smiles: COc1ccc(C2(C(=O)Nc3ccc(C(=O)N4CCOCC4)cc3)CCOCC2)cc1
  mouse EphA4 binding: -21.4%

Later entries:
mouse EphA4 binding	smiles
-17.5%	O=C(Cn1nnc(-c2cccc(C(F)(F)F)c2)n1)NC1CCCC1
-29.9%	Cc1ccc(N(C(=O)Cn2nnc(-c3ccc(F)cc3)n2)C(CC(C)C)C(=O)NCC2CCCO2)cc1 (stereo not drawn)
-9.9%	COc1cc(-c2nnc(-c3ccc(S(=O)(=O)c4ccccc4)cc3)o2)cc(OC)c1OC
-9.3%	Cc1nnc(-c2ccccc2)c[n+]1[O-]
-5.9%	O=C(Nc1c(Cl)cccc1Cl)C1CCC1
2.9%	COc1ccc(C(=O)N2CCC(C(=O)Nc3ccc4c(c3)OCCO4)CC2)cc1
-9.5%	COc1ccccc1CNC(=O)CCCOc1cc(=O)n(C)c2ccccc12
-9.6%	O=C(c1cc(-c2ccccc2Cl)on1)N1CCN(C(=O)c2ccco2)CC1
-7.1%	Cc1ccc2c(c1)NC(C(C)(C)C)CO2 (stereo not drawn)
-14.4%	O=c1cc(CN2CCOCC2)c2c(ccc3ccccc32)o1
20.4%	O=C1C(Cl)=C(NCC2CCCO2)C(=O)N1C1CCCCC1 (stereo not drawn)
-11.2%	CCNc1nc(Cl)nc(NCc2ccccc2)n1
11.1%	Cc1ccsc1C(=O)OCC(=O)NCc1ccc2c(c1)OCO2
-7.2%	Cn1c(NCc2cc(Br)ccc2O)nc2ccccc21
-6.0%	Cc1cc(C)c(C)c(OCCCn2ccnc2)c1
-10.8%	O=C1C=C(Nc2ccccc2)C(=O)N1c1ccccc1Cl
-9.4%	COc1cccc(Nc2nc(-c3cccc(N4C(=O)c5ccccc5C4=O)c3)cs2)c1
3.4%	COc1ccc(S(=O)(=O)N(CCc2ccccc2)CC(=O)Nc2ccc3c(c2)OCO3)cc1
-16.5%	C=CCSc1nc2c(c(=O)[nH]c(=O)n2C)n1C/C=C(/C)Cl
-4.4%	CC(=O)Nc1ccccc1-c1nc2ccccc2nc1OCC(=O)c1ccc2ccccc2c1
-3.1%	CN1C(=O)NC(c2ccccc2)C2=C1CN(CCc1ccccc1)C2=O (stereo not drawn)
-7.5%	COC(=O)c1ccc(C)c(NS(=O)(=O)c2ccc(OC)c(OC)c2)c1
-10.1%	CCCS(=O)(=O)N1CCC(C(=O)NCCN(C)Cc2ccccc2)CC1
-2.4%	CS(=O)(=O)N(CC(=O)Nc1ccc(Cl)c(Cl)c1)C1CCCCC1
1.9%	COC(=O)c1[nH]c2ccc(C)cc2c1NS(=O)(=O)c1ccc(F)c(C)c1

mouse EphA4 binding	smiles
-9.2%	CCOC(=O)n1c(=O)oc2cc(S(=O)(=O)N3CCOCC3)ccc21
-15.1%	COCCn1c(CN(C)Cc2ccccc2)nc2c1c(=O)n(C)c(=O)n2C
4.1%	Cc1ccc(N)cc1NC(=O)c1ccccc1
24.2%	O=C(Cc1c(F)c(F)c(F)c(F)c1F)OC12CC3CC(C1)C(=O)C(C3)C2
-4.2%	CCN(CCCNC(=O)COc1cc(=O)n(C)c2ccccc12)c1ccccc1
3.5%	Cc1cccc(NC(=O)COC(=O)CNC(=O)C2CCCCC2)c1
12.7%	CCOC(=O)c1ccccc1OCc1cc(/C=N/n2cnnc2)ccc1OC
-7.8%	Cc1cc([N+](=O)[O-])ccc1N[C@@H]1C[C@H](O)[C@@H](CO)O1
-5.9%	Cc1ccc2c(COC(=O)c3n[nH]c4ccccc34)cc(=O)oc2c1
-8.4%	O=C1C=C(NCc2ccc(Cl)c(Cl)c2)C2(CCCCC2)O1
-5.8%	CCOc1ccc(-n2nc3ccc(NC(=O)c4ccc(Cl)cc4)cc3n2)cc1
-2.8%	COC(Cc1nnc(SC)n1-c1ccccc1)OC
-23.4%	C=C(C)C1Cc2nc(N)nc(C)c2C1 (stereo not drawn)
5.3%	Nn1c(SCC(=O)Nc2ccc(F)cc2)nnc1-c1ccccn1
-5.5%	O=C(N/N=C/c1ccc(OCCCF)cc1)c1cc(OCC(F)(F)F)ccc1OCC(F)(F)F
-8.9%	CC(C)OC(=O)c1cccc(C(=O)Oc2ccccc2)n1
-11.4%	CSc1nc(C)cc(SC(C(C)=O)C(=O)Nc2ccccc2)n1 (stereo not drawn)
-4.5%	COC(=O)C1=C(C)N=C2SC(C#N)=C(N)N2C1c1ccc(OC)cc1 (stereo not drawn)
-0.5%	Cn1cc(/C(Cc2ccccc2)=N\O)c2ccccc21
-11.4%	Cc1cccc(OCC(=O)N2CCC(N3CCCCCC3)CC2)c1
1.1%	O=S1(=O)N=C(Oc2ccc(-c3ccccc3)cc2)c2ccccc21
6.1%	Cc1cc2ncn(C(=O)c3ccco3)c2cc1C
-4.0%	CNC(=O)C1CC(=O)N/C(=N/N=C(\C)c2cccs2)S1 (stereo not drawn)
0.9%	COc1ccc(C(=O)/C=C/c2ccc(-c3ccc(Cl)cc3Cl)o2)cc1
-3.9%	O=C(O)CC(c1ccccc1)n1cccc1 (stereo not drawn)

mouse EphA4 binding	smiles
-1.6%	Cc1nc(-c2ccccc2)sc1C(=O)Nc1ccc(-c2cn3ccccc3n2)cc1
-2.6%	O=C(CSc1nc2ccccc2o1)NCc1n[nH]c(=O)c2ccccc12
-6.9%	CNC(=O)Nc1ccc2snnc2c1
3.4%	Cc1cccc(OCCC(=O)Nc2ccc(S(=O)(=O)N3CCCC3)cc2)c1
-7.0%	COc1ccc2cc(C)c(SCC(=O)Nc3cc(C)on3)nc2c1
-13.5%	C=C(C)C(=O)OC1(C(F)(F)F)Oc2cc(C)ccc2NC1=O (stereo not drawn)
-7.7%	CCNC(=S)NCCN1CCCCC1
-7.7%	Cc1cc(C)nc(SCCC(=O)N(C)C)n1
-8.2%	COc1ccccc1CNC(=O)C1CCN(S(=O)(=O)c2c(C)noc2C)CC1
-0.1%	Cc1ccc(NC2=C(Cl)C(=O)N(Cc3ccccc3)C2=O)cc1C
0.9%	COc1cc(/C=C/C(=O)NNc2c(F)c(F)cc(F)c2F)ccc1OC(F)F
-17.7%	O=C(CCC1COc2ccccc2O1)NCc1ccccc1 (stereo not drawn)
-7.3%	Cc1cccc(-n2c(C)cc(/C=N/n3cnnc3)c2C)c1
-5.3%	Cc1ccc(Cn2c(Sc3nccc(C)n3)nc3c2c(=O)[nH]c(=O)n3C)cc1
-5.9%	COc1cc2c(cc1OC)C(=O)CC(C)S2 (stereo not drawn)
-14.3%	COCC(C)n1c(C)cc(C(=O)COC(=O)c2c(C)nn(-c3ccccc3)c2C)c1C (stereo not drawn)
-16.2%	CCOC(=O)C1Cc2c([nH]c3ccccc23)CN1 (stereo not drawn)
-0.9%	Cc1cc(C)nc(NS(=O)(=O)c2ccc(NC(=O)COc3ccc4ccccc4c3)cc2)n1
-8.6%	NC(=O)CSc1nnc(C2CC2)n1-c1ccccc1
-3.2%	Cc1nc2sc(C(c3ccc(Cl)cc3)N3CCOCC3)c(O)n2n1 (stereo not drawn)
-10.6%	O=S(=O)(c1ccc(S(=O)(=O)N(Cc2ccc(F)cc2)C2CCCC2)cc1)N1CCCC1
1.7%	Cc1cc(=O)[nH]c(SCC(=O)c2ccc(Br)cc2)n1
4.2%	OCCCNC(=S)Nc1ccc2nc(-c3ccccn3)c(-c3ccccn3)nc2c1
-11.3%	O=C(COC(=O)c1ccc2c(c1)OCO2)NCc1ccc2c(c1)OCO2
-13.8%	COCCNC(=O)CSc1nnc2c(Cl)cc(Cl)cn12

mouse EphA4 binding	smiles
-12.6%	CC1(C)C(=O)OC(C(=O)c2ccccc2)C(C)(C)C1=O (stereo not drawn)
2.5%	C/C(=N\NC(=O)C1COc2ccccc2O1)c1cccs1 (stereo not drawn)
-9.7%	CSc1nc(N)nc(SCC(=O)c2ccc(C)cc2)c1C#N
-13.9%	CC(=O)c1c(C)c[nH]c1C
6.5%	CC(=O)[C@@H]1[C@@H]2C(=O)N(C3CCCCC3)C(=O)[C@@H]2C2c3ccccc3C=CN21 (stereo partly drawn)
8.4%	O=C(O)c1ccc(COc2ccccc2Cl)cc1
3.0%	Cc1cc2occ(CC(=O)O)c2cc1C
-1.3%	CCOc1cc(CNc2ccc3cn[nH]c3c2)ccc1OC
0.3%	CCSC1=NC(C)(C)C=C(/C=C/c2ccc(Cl)cc2Cl)N1
-0.5%	CC(=O)Nc1c(C)ccc2nsnc12
-9.0%	C=CCNC(=O)c1onc(CSc2ccc(OC)cc2)c1C(=O)O
-3.9%	CCNC(=O)CN(C1CCCCC1)S(=O)(=O)c1ccc(F)cc1
0.6%	CC(C(=O)Nc1ccccc1-c1ccccc1)N1CCCCC1 (stereo not drawn)
-9.2%	O=C1CC(c2cc3c(cc2Br)OCO3)C2=C(CCCC2=O)N1 (stereo not drawn)
1.5%	CCc1ccc(NC(=O)c2cc3n(n2)C(C(F)(F)F)CC(c2ccc(Cl)cc2)N3)cc1 (stereo not drawn)
-0.7%	CS(=O)(=O)N1CCN(C(=O)c2ccccc2F)CC1
2.9%	CCCCC(=O)Nc1nc(C)c(-c2csc(Nc3cc(OC)ccc3OC)n2)s1
-6.9%	COC(=O)C1=C(C)NC(C)=C(C(=O)OC)C1c1cn(-c2ccccc2)nc1-c1ccc(OC)c(Cl)c1
-7.3%	COC(=O)/C=c1/s/c(=C(\C#N)C(=O)NCc2ccco2)n(-c2ccc(C)cc2)c1=O
-2.0%	COc1cc(CNCCN2CCOCC2)ccc1OCc1ccc(Cl)cc1Cl
-7.3%	Cc1ccc(C(=O)Nc2ccc(C(=O)/C=C/c3cccs3)cc2)cc1
-2.4%	CC(=O)c1ccc2c(c1)C1C=CCC1C(c1ccncc1)N2 (stereo not drawn)
9.8%	O=C(Nc1ccc(-c2cc3ccccc3oc2=O)c(Cl)c1)c1cccnc1
-1.2%	Cc1ccc(NCN2C(=O)C3CC=C(Cl)CC3C2=O)cc1 (stereo not drawn)
-11.8%	C=C(C)[C@H]1CC=C(C)/C(=N/NC(=O)CNc2ccccc2OC)C1

Quoted at random: 2 entries already listed, in no set order.
mouse EphA4 binding	smiles
-0.7%	CS(=O)(=O)N1CCN(C(=O)c2ccccc2F)CC1
-7.3%	Cc1ccc(C(=O)Nc2ccc(C(=O)/C=C/c3cccs3)cc2)cc1

Carrying on.
mouse EphA4 binding	smiles
8.3%	CCOc1cc(/C=c2\sc3nc4ccccc4n3c2=O)cc(Cl)c1OCCOc1ccccc1C
-2.2%	O=C(Nc1ncc(Cc2ccc(F)cc2)s1)C1CCCO1 (stereo not drawn)
-13.2%	C=CCOc1ccccc1C1C2=C(CC(C)(C)CC2=O)Nc2c1c(=O)n(C)c(=O)n2C (stereo not drawn)
-2.7%	CC1CCN(S(=O)(=O)N2CCC(C(=O)NCc3cccs3)CC2)CC1
-1.1%	CCC(CO)NCc1ccc2c(c1)n(C)c(=O)n2C (stereo not drawn)
-3.7%	Cn1nnnc1SCC(=O)c1ccc(Br)s1
-6.4%	COC(=O)c1cc(Br)c(=O)n(-c2ccccc2F)c1

Some values from the entries so far.
COC(=O)c1cc(Br)c(=O)n(-c2ccccc2F)c1 – mouse EphA4 binding: -6.4%
C=CCOc1ccccc1C1C2=C(CC(C)(C)CC2=O)Nc2c1c(=O)n(C)c(=O)n2C (stereo not drawn) – mouse EphA4 binding: -13.2%
CC1CCN(S(=O)(=O)N2CCC(C(=O)NCc3cccs3)CC2)CC1 – mouse EphA4 binding: -2.7%
O=C(Nc1ncc(Cc2ccc(F)cc2)s1)C1CCCO1 (stereo not drawn) – mouse EphA4 binding: -2.2%
CCOc1cc(/C=c2\sc3nc4ccccc4n3c2=O)cc(Cl)c1OCCOc1ccccc1C – mouse EphA4 binding: 8.3%
CCC(CO)NCc1ccc2c(c1)n(C)c(=O)n2C (stereo not drawn) – mouse EphA4 binding: -1.1%

Assay outcomes: PubChem BioAssay, Sanford-Burnham Center for Chemical Genomics
